Compound activity: PubChem BioAssay, National Center for Advancing Translational Sciences (NCATS)
PI4K2A inh = inhibitors of human PI4K2A; Q9BTU6; purified PI4K2A, ADP-Glo luminescence, 1 h; hits give low values; activity change, negative = inhibition, % at 76.9 µM; hit rate 0.13% among 420,000; in the data active means activity change below about -50%; inconclusive means mostly about -30% to -49%;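 further: -100% = wells without enzyme as full effect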
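Compounds are screened against recombinant PI4K2A using PI as substrate and ATP, the latter dispensed at 300 microM. Reactions run one hour at ambient temperature before ADP-Glo detection; full inhibition defined by wells lacking enzyme.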
PGK inhibitor = T. brucei PGK inhibition. hit rate 0.043% among 380,000. PGK/GAPDH coupled, Kinase-Glo luminescence, 60 min. Potency, µM (top dose mostly 57.5 µM), without a hit: at the highest dose activity change, negative = inhibition, actives largely listed as inhibitors. AID 602233; further: potency means the concentration at half of the fitted maximal effect; on the % scale 0 is the no-effect control and ±100 the full control effect; nearly all actives have a fitted effect of over 60% in size
Target sequence (P07378 whole entry, looked up): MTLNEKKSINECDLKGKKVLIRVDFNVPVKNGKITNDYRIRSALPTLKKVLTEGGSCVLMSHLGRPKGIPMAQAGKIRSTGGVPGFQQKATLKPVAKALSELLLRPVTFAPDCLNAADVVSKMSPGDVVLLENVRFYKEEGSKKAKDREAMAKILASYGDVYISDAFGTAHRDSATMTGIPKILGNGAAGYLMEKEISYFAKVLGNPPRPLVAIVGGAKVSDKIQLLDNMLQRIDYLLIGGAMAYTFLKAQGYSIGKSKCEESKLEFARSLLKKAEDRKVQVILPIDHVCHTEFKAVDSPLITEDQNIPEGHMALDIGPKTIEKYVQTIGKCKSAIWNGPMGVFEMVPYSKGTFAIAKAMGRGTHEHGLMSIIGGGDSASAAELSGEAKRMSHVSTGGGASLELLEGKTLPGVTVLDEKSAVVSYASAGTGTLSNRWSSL
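Recombinant glycosomal PGK reaction used 1,3-bisphosphoglycerate generated in-well by GAPDH (100nM final) in 100mM TEA pH 7.6, 5mM MgCl2, 0.01% Tween-20. After 60 minutes at room temperature, ATP was read by Kinase-Glo Plus luminescence end-point.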
JMJD2A Tudor inh = blocks the human JMJD2A Tudor domain | O75164 | AlphaScreen JMJD2A-Tudor / H3K4me3 peptide binding | Potency, µM (titrated, usually from 114 µM), without a hit: at the top dose activity change, negative = inhibition, usual class: inhibitors | hit rate 4.4% among 390,000; further: potency means the concentration at half of the fitted maximal effect; on the % scale 0 is the no-effect control and ±100 the full control effect; nearly all actives have a fitted effect of over 50% in size
GLS inh = inhibitors of human glutaminase (GLS); AID 624170; GLS enzymatic activity, qHTS titration; hit rate 0.21% among 410,000; Potency, µM (series often up to 45.5 µM), without a hit: top-dose activity change, negative = inhibition, actives largely listed as inhibitors; further: potency means the concentration at half of the fitted maximal effect; on the % scale 0 is the no-effect control and ±100 the full control effect
Target sequence (O94925 whole entry, looked up): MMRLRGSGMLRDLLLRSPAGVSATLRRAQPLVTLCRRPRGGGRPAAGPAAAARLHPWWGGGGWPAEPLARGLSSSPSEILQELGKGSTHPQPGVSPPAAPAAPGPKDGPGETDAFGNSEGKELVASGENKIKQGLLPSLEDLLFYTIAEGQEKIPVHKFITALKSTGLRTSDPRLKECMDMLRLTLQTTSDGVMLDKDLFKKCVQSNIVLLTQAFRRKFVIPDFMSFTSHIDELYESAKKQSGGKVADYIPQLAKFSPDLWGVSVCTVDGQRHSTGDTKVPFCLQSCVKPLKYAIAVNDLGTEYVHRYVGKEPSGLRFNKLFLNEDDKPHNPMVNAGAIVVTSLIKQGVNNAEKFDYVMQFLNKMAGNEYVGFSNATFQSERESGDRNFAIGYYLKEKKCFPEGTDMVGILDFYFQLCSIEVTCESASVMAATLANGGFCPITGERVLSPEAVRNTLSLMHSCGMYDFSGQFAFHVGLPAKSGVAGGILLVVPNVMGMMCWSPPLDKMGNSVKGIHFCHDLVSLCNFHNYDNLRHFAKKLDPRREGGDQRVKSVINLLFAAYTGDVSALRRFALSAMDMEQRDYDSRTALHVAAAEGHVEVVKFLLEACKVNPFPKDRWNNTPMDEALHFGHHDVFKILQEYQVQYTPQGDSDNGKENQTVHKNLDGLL
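Coupled fluorescence readout: glutamate oxidase/HRP/Amplex Red detect glutamate formed by hKGA from L-glutamine (1 mM solution added). Buffer 45 mM KH2PO4 pH 8.2, 0.02% Tween-20; reads at t0 and 30 min RT.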
BAZ2B inh = inhibitors of human BAZ2B bromodomain | Q9UIF8 | AlphaScreen BAZ2B-H3K14Ac peptide displacement | Potency, µM (series often up to 114 µM), inactives show top-dose activity change, negative = inhibition, actives largely listed as inhibitors | hit rate 4.4% among 360,000 | AID 504333; further: potency means the concentration at half of the fitted maximal effect; on the % scale 0 is the no-effect control and ±100 the full control effect; nearly all actives have a fitted effect of over 60% in size
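AlphaScreen displacement of biotin-H3(5-23)K14Ac peptide (50 nM final) from BAZ2B (50 nM final) in PBS pH 7.4, 0.01% Tween-20; complex preformed 30 min RT, then compounds (top 110 uM) 30 min RT, beads 20 min dark.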
HP1b chromo inh = inhibitors of HP1-beta chromodomain binding to methylated histone tails; AlphaScreen HP1-beta / biotin-H3K9me3 peptide binding; Potency, µM (top dose mostly 114 µM), without a hit: top-dose activity change, negative = inhibition, hits mostly inhibitors; hit rate 0.56% among 390,000; further: potency means the concentration at half of the fitted maximal effect; nearly all actives have a fitted effect of over 70% in size; inactives centre near 23
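AlphaScreen: HP1-beta (50 nM) preformed 30 min with biotin-H3(1-18)K9me3 peptide (50 nM) in PBS pH 7.4, 0.01% Tween-20. Compound added for 30 min at RT, then streptavidin donor/nickel chelate acceptor beads (10 ug/mL) for 30 min.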
POLH inh = DNA polymerase eta (human) inhibition; Q9Y253; recombinant Pol eta, fluorescent DNA replication assay; Potency, µM (highest dose often 114 µM), without a hit: at the top dose activity change, negative = inhibition, usual class: inhibitors; hit rate 1.2% among 390,000; AID 588591; further: potency means the concentration at half of the fitted maximal effect; on the % scale 0 is the no-effect control and ±100 the full control effect
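Pol eta at 10 nM preincubated with compounds 15 min at room temperature; reaction started with fluorescent substrate (50 nM final) and read kinetically at 0 and 10 min.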
G9a block = blocks human histone lysine methyltransferase G9a. G9a H3K9 monomethylation, AlphaScreen, 2 h. Potency, µM (doses to about 102 µM), for inactives: at the top dose activity, negative = inhibition, actives largely listed as inhibitors. hit rate 8.8% among 350,000. AID 504332; further: potency means the concentration at half of the fitted maximal effect; on the % scale 0 is the no-effect control and ±100 the full control effect; nearly all actives have a fitted effect of over 75% in size
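AlphaScreen read-out: biotin-H3K9 peptide (500 nM) methylation by 20 nM enzyme with 20 uM SAM, 2 h at room temperature after 15 min compound preincubation; anti-monomethyl H3K9 antibody plus donor/acceptor beads, 10 min dark.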
Pin1 inh = human Pin1 inhibition; Pin1 FP peptide displacement, HiFluor488, 10 min; Potency, µM (top dose mostly 115 µM), without a hit: at the top dose activity, negative = inhibition, usual class: inhibitors; hit rate 0.009% among 390,000; AID 504891; active means well fitted inhibition curve with a large enough effect in the polarisation, with a control signal flat, not every such curve was filed as active; inconclusive means small, poorly fitted or top-dose-only effect, or effect the other way, or a change in a side signal; inactive means no such curve, though single readings can be large or run the other way; the % refers to the polarisation; further: potency means the concentration at half of the fitted maximal effect; on the % scale 0 is the no-effect control and ±100 the full control effect
An asterisk follows results filed as active; i = inactive; u = inconclusive; x = no result given; & = joins results of further samples; [ ] = dose if it differs, or a comment. Unless noted, the call rests on the fitted dose curve; in most records, active means well fitted curve in the direction sought with a large enough effect; inconclusive means small, poorly fitted or top-dose-only effect, or another doubt; inactive means no such curve, though single readings can be large; an effect the other way counts as inactive or inconclusive. The list is partial; count on the stated rates, not on these rows.

PI4K2A inh	PGK inhibitor	JMJD2A Tudor inh	GLS inh	BAZ2B inh	HP1b chromo inh	POLH inh	G9a block	Pin1 inh	Structure
3	i	-15%	6%	-32%	10%	0%	-21%[59 µM]	2%	COc1ccc(-c2nnn(CCC(=O)O)n2)cc1
5	-9%	-10%	-4%	-19%	28%	-18%	-26%[12.7 µM]	-11%	CCOc1ccc2oc(-c3ccccc3)c(C(=O)N3CCN(CCO)CC3)c2c1
-1	-7%	-24%	2%	-36%	13%	u	u	3%	Cc1cc(C)n2nc(C(=O)Nc3ccc4c(c3)OCO4)nc2n1
0	i	-19%	13%	10%	27%[57 µM]	-10%	12%[59 µM]	1%	COCCn1c(C)cc(O)c(C(c2ccc(OC)cc2)N2CCCCC2)c1=O (stereo not given)
0	-6%	-20%	0%	-8%	-16%	-3%	11%[59 µM]	3%	Cc1ccc(NC(=O)CN(Cc2ccccc2)S(=O)(=O)c2ccc3nc(C)sc3c2)c(C)c1
-2	-4%	-27%	8%	x	12%	2%	x	-2%	C[C@]12c3[nH]c4ccccc4c3CCN1C(=O)C(CC(=O)NCc1ccco1)C[C@@H]2C(=O)N1CCCCC1 (stereo not given in full)
1	-6%	-4%	-6%	x	51%[activator]	-19%	x	-3%	Cc1noc(C)c1NC(=O)Nc1cccc2c1O[C@H](CN(C)C(=O)Nc1ccccc1)[C@@H](C)CN([C@H](C)CO)C2=O
-12	0%	3%	-3%	-4%	67%[activator]	3%	10%[59 µM]	0%	CCOc1ccc(CCNC(=O)c2ccc(-c3nc(CSc4ccccc4)c(C)o3)cc2)cc1
-2	-7%	-8%	-11%	8%	27%	-18%	1%	-1%	CN(CC(=O)Nc1ccc(F)cc1)C(=O)C1CCN(S(=O)(=O)c2ccc3c(c2)OCCO3)CC1
-7	2%	50µM*	10%	50µM*	4%	-11%	u	4%	CCCCN1C(=O)C(O)=C(C(C)=O)C1c1ccc(OC)cc1OC (stereo not given)
-4	i	-15%	1%	-20%	62%[activator]	-3%	45%	-5%	CCOc1ccccc1CNC(=O)C(C)n1nc(C)c2c(C)n(-c3ccccc3)nc2c1=O (stereo not given)
-1	-2%	1%	0%	-17%	76%[activator]	-13%	1%	2%	COc1ccc(/C=C/c2nc(-c3ccccc3O)n(-c3ccccc3)n2)cc1
-3	-7%	-16%	-5%	8%	9%	-4%	-48%[59 µM]	1%	COc1ccccc1Cn1c(=O)c2ccccc2n2c(SCc3csc(C)n3)nnc12
-1	7%	-28%	3%	-13%	23%	-19%	u	24%	COc1ccc2c(Sc3ccc(Cl)cc3)c(C(=O)N3CCC(C)CC3)[nH]c2c1
4	-7%	-25%	-16%	-25%	41%[activator]	-28%	u	37%[activator]	COc1cccc(Oc2ccc(C(F)(F)F)cc2NC(=O)CCc2nc3ccccc3c(=O)[nH]2)c1
1	4%	x	1%	x	x	-17%	x	x	Cn1cnnc1SCC(=O)N1CCc2ccccc2C1
26	-10%	-30%	26%	0%	2%	-14%	13%[59 µM]	1%	CC(=O)c1ccc(OC(=O)CCN2c3ccccc3Sc3ccccc32)cc1
-3	-2%	u	27%	-34%	63%[activator]	-3%	-30%	-7%	CC[C@H](C)[C@H](NC(=O)[C@H](Cc1ccc(O)cc1)NC(=O)[C@@H](N)C(C)C)C(=O)N[C@@H](Cc1cnc[nH]1)C(=O)N1CCC[C@H]1C(=O)N[C@@H](Cc1ccccc1)C(=O)O
2	0%	3%	8%	-4%	30%	-19%	-6%	-3%	O=C(CSc1nnc(-c2ccncc2)o1)N1CCCC1
-3	-1%	-7%	7%	-7%	57%[activator]	4%	21%	-2%	COc1ccc(-c2ccc(C(=O)C3CC3)cc2)cc1
2	i	6%	-1%	-4%	49%[activator]	-9%	u	-1%	CC(C(=O)N1CCN(C(=O)c2ccco2)CC1)N1C(=O)NC2(CCCCC2C)C1=O (stereo not given)
2	-9%	-19%	-1%	-1%	4%	-8%	4%	-3%	CCOC(=O)N1CCN(c2c(N3CCN(c4ccc(F)cc4)CC3)c(=O)c2=O)CC1
1	i	-26%	-3%	-7%	26%	-7%	-8%[2.33 µM]	0%	Cc1c(C(=O)N2CCN(Cc3cccs3)CC2)oc2ccccc12
-3	-13%	-12%	6%	-2%	12%	-19%	1%[59 µM]	70%[activator]	COc1cccc(-n2c(SCC(=O)Nc3cccc(Cl)c3)nc3c(oc4ccccc43)c2=O)c1
2	2%	-28%	14%	x	10%	-2%	x	-1%	CCN(C[C@H]1N[C@@](CC)(C(=O)OC)[C@H]2C(=O)N(C)C(=O)[C@@H]12)C(=O)Nc1ccc(OC)cc1
3	0%	7%	0%	11%	39%	-16%	14%[12.7 µM]	23%	Cc1nc(SCC(=O)c2cccs2)c2oc3ccccc3c2n1
0	-2%	-11%	5%	-6%	32%	-19%	-3%	2%	CCCCCCCNC(=O)c1cc(-c2ccncc2)nc2ccccc12
1	-1%	-20%	4%	2%	25%[57 µM]	-5%	0%[59 µM]	-3%	CCOc1ccccc1CNS(=O)(=O)c1cnc(N)nc1
6	-8%	68%[activator]	8%	33%[activator]	102%[activator]	-19%	57%[activator][59 µM]	23%	COc1cccc(-c2ccnc3c(-c4ccccc4)c(C)nn23)c1
0	-10%	-22%	-9%	-13%	8%	-16%	7%	-1%	O=C(NC1CCN(Cc2ccccc2)CC1)c1ccc2c(c1)[nH]c(=O)n2Cc1ccc(F)cc1

Structural class, the entries above with a thiophene ring, fused or not
PI4K2A inh	PGK inhibitor	JMJD2A Tudor inh	GLS inh	BAZ2B inh	HP1b chromo inh	POLH inh	G9a block	Pin1 inh	Structure
1	i	-26%	-3%	-7%	26%	-7%	-8%[2.33 µM]	0%	Cc1c(C(=O)N2CCN(Cc3cccs3)CC2)oc2ccccc12
3	0%	7%	0%	11%	39%	-16%	14%[12.7 µM]	23%	Cc1nc(SCC(=O)c2cccs2)c2oc3ccccc3c2n1

Following part
PI4K2A inh	PGK inhibitor	JMJD2A Tudor inh	GLS inh	BAZ2B inh	HP1b chromo inh	POLH inh	G9a block	Pin1 inh	Structure
1	-19%	-14%	1%	0%	49%[activator]	-3%	6%[59 µM]	8%	Cc1ccc(CN2CCSc3ccc(C(=O)Nc4cc(C)cc(C)c4)cc32)cc1
-7	1%	32µM*	11%	u	u	-7%	-12%[2.33 µM]	1%	Cc1ccc(S(=O)(=O)N2CCc3c2cc([N+](=O)[O-])cc3[N+](=O)[O-])cc1
5	-10%	-34%	-4%	-11%	7%	-12%	-1%[59 µM]	18%	CC(C)(C)c1csc(NC(=O)CSc2nc3ccccc3c(=O)[nH]2)n1
1&3&-2&3	-9%	-14%&-34%	23%&20%&16%	-33%	24%&1%	-7%&-3%	4%[12.7 µM]	4%&-3%	Cc1ccc(O)c([C@H](CCN(C(C)C)C(C)C)c2ccccc2)c1
-2	1%	35µM*	10%	79µM*	20%	-11%	u	u	CC(C)c1cc[n+](-c2nc([O-])sc2C=O)cc1
3	i	-11%	-5%	-13%	8%	-12%	-28%	2%	CC(OC(=O)Cc1ccccc1[N+](=O)[O-])C(=O)NC(=O)NC1CCCCC1 (stereo not given)
-7	4%	-20%	-7%	-5%	11%[57 µM]	-6%	6%[59 µM]	4%	CCOc1ccc(CNC(=O)CS(=O)(=O)c2cccc3nsnc23)cc1
1	-4%	56µM*	30%	35µM*	u	-1%	40µM*	0%	CCOC(=O)c1sc(NC(=O)CN2CCN(c3ccc(OC)cc3)CC2)nc1C
-5	-8%	-37%	-9%	-11%	33%	3%	-37%	3%	O=C(NCc1ccc(Cl)cc1)c1ccc(-n2cccn2)nc1
1	-9%	-15%	-10%	-11%	41%[activator]	-17%	x	-6%	CCC(C)[C@H](NC(=O)N1c2ccccc2NC(=O)[C@@H]1C(C)C)C(=O)N[C@@H](Cc1ccccc1)C(=O)O (stereo not given in full)
0	-6%	2%	6%	-4%	29%	u	13%[59 µM]	1%	CCCCN(CCCC)CP(=O)(c1ccccc1)c1ccccc1
2	-3%	10%	-3%	8%	70%[activator]	-9%	35µM*	-4%	COc1ccccc1C(=O)NN1C(=O)C2C3C=CC(O3)C2C1=O (stereo not given)
1	i	12%	-4%	11%	35%	-5%	3%[59 µM]	2%	CCOC(=O)N1CCN(c2nc(C)cc(C(F)(F)F)n2)CC1
-2	11%	-14%	11%	1%	18%[57 µM]	-13%	5%[59 µM]	3%	O=C(C1CCC1)N1CCCc2cc(S(=O)(=O)Nc3ccc(F)cc3)ccc21
-1	-1%	-28%	2%	u	5%	-10%	-41%[59 µM]	-6%	COc1ccc(C(=O)N/C(=C\c2ccco2)C(=O)NCCCn2ccnc2)cc1
-5	-4%	-10%	-5%	-2%	u	-3%	u	0%	CC(C)NC(=O)CSc1nnc(-c2ccc(C(C)(C)C)cc2)n1C
-2	5%	-8%	3%	0%	28%	-9%	-23%	-9%	CCC1(c2ccccc2)NC(=O)N(CC(=O)NC2CCCC2)C1=O (stereo not given)
-19&-22	0%&-1%	u	6%&2%	-13%&-12%	33%[57 µM]	-7%&-23%	45µM*	6%&-13%	Cc1ccc(CS(=O)(=O)c2ncc(Cl)c(C(=O)Nc3nnc(C(C)C)s3)n2)cc1
-9	-9%	-8%	-2%	u	10%	-12%	1%[0.0925 µM]	-2%	O=C(COCc1cc(-c2ccc3c(c2)OCO3)on1)N1CCCCC1
-20	5%	-9%	4%	0%	25%	-6%	-6%[59 µM]	4%	O=C(Nc1ccccc1F)c1ccc(-c2ccccc2)s1
2	0%	-22%	9%	7%	30%	-3%	17%[2.33 µM]	6%	NNC(=O)c1n[nH]c2c1CC(C1CCCCC1)CC2 (stereo not given)
2	-4%	-27%	-1%	-11%	-7%	-13%	-12%	11%	CN1CCN(c2ccc(S(=O)(=O)N3CCCCC3)cc2NC(=O)c2cccc([N+](=O)[O-])c2)CC1
